FID counter: displaces DNA intercalator in HCV helicase counter-screen | hit rate 0.17% among 290,000 | inhibition, % at 7.9 µM | DNA fluorescent intercalator displacement, fluorescence | AID 1845; in the data active means inhibition above about 37%;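 further: 0% = vehicle and 100% = reference compound; higher means more ethidium bromide displaced from hairpin DNA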
IDE inh: inhibitors of human insulin-degrading enzyme in cells | P14735 | HEK cells, FAbetaB cleavage, fluorescence polarization | inhibition, % at 5.59 µM | hit rate 0.41% among 320,000 | AID 434962;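 active means percent inhibition above the average of all tested compounds plus 3 SD, set per screening campaign, cut at about 16% in these data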;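 further: IDE supplied by intact live HEK cells; FP after avidin binding of uncleaved biotin substrate so inhibition keeps polarization high; 0% = DMSO wells and 100% = 60 µM reference IDE inhibitor Ii1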
Target sequence (P14735 whole entry, looked up): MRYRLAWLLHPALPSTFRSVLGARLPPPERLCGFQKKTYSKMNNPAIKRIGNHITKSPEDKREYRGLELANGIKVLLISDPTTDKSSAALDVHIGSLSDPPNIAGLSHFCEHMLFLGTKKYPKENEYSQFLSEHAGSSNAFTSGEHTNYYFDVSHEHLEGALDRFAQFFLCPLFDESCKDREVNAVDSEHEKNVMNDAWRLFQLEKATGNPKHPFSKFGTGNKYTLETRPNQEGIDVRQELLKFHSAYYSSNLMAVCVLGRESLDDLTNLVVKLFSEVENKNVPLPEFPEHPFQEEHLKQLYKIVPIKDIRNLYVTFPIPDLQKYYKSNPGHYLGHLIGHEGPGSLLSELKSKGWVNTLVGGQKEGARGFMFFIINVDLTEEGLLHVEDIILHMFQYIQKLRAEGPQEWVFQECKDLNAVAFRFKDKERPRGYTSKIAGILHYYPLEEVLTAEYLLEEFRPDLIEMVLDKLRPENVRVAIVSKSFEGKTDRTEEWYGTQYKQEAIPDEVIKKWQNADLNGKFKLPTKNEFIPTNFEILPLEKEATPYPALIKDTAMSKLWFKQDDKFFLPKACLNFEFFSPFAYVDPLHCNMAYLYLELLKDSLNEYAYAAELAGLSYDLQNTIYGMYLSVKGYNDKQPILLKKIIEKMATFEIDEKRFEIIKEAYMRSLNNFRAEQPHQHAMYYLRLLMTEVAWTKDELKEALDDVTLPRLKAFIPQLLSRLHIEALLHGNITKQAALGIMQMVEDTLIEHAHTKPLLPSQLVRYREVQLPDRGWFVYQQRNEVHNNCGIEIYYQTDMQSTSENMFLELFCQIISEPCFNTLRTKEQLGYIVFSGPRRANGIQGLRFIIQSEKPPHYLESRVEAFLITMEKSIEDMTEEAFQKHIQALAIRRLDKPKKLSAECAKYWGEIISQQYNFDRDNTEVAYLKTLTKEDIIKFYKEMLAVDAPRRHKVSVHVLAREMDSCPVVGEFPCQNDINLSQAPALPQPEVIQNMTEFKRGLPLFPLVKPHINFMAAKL
VIM-2 inh: inhibitors of Pseudomonas aeruginosa VIM-2 metallo-beta-lactamase | hit rate 0.89% among 290,000 | AID 1527 | purified VIM-2, nitrocefin hydrolysis, epi-absorbance fluorescence | inhibition, % at 5.6 µM;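 active means inhibition above the mean of all tested compounds plus 3 SD, cutoff set per screening run, cut at about 7.5% in these data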;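 further: red hydrolysis product quenches plate fluorescence so inhibitors raise well fluorescence; 0% = enzyme with DMSO and 100% = DMSO without enzyme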
IMP-1 inhibitor: inhibitors of Pseudomonas aeruginosa IMP-1 metallo-beta-lactamase; purified IMP-1, nitrocefin hydrolysis, epi-absorbance fluorescence; inhibition, % at 5.6 µM; hit rate 0.45% among 290,000; AID 1556;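 active means inhibition above the mean plus 3 SD of all compounds in the same screening run, cut at about 4.5% in these data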;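 further: 0% = IMP-1 with DMSO and 100% = DMSO wells lacking enzyme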
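Assay system: purified recombinant IMP-1 beta-lactamase. Input: IMP-1 0.2 nM before substrate addition. Buffer or medium: Zinc- and detergent-supplemented HEPES buffer, pH 7.1. Schedule: 25 °C, 15 min preincubation, 25 min reaction. Signal: Epi-absorbance fluorescence, 480 nm excitation, 530 nm emission. Evaluation: percent inhibition from optical density relative to buffer-blank wells.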
IDE act: boosts human insulin-degrading enzyme activity in HEK cells | hit rate 0.073% among 340,000 | P14735 | activation, % at 5.96 µM | FAbeta-B cleavage, fluorescence polarization; 0% vehicle, 100% cell-free pure enzyme wells | AID 493087;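 active means activation above the mean of all tested compounds plus 3 SD, set per screening campaign, cut at about 17% in these data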
SUMO HTRF inh: SUMOylation inhibition. P63279. HTRF SUMOylation assay, SAE1/SAE2 + UBC9, in vitro. inhibition, % at 35 µM. hit rate 0.36% among 290,000; in the data active means inhibition above about 50%, passing the limit was not always enough; further: strong numbers were not always called active
PfM18AAP inh: PfM18AAP enzyme inhibition; hit rate 1.2% among 290,000; inhibition, % at 7.35 µM; AID 1822; recombinant PfM18AAP, H-Glu-NHMec fluorogenic cleavage;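 active means inhibition above the campaign mean inhibition over all tested compounds plus 3 SD, cut at about 28% in these data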;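 further: 0% = plate median of test compound wells and 100% = 2 mM ZnCl2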
pCIP destab: compounds decreasing mouse p/CIP protein stability; Q05BA5; F442A p/CIP-EGFP cells, EGFP fluorescence, 16 h; decrease of EGFP signal, % at 10 µM; hit rate 0.01% among 290,000; AID 1984;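 active means EGFP signal decrease of at least 30% at 10 µM or well 3 SD below plate mean, unless failing retest; inactive means the rest, including hits failing retest or dose response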; further: some compounds called inactive have numbers as strong as hits; many of its hits are not listed in these tables
NS3 helicase inh: HCV NS3 helicase inhibition. inhibition, % at 10.9 µM. AID 1800. hit rate 0.56% among 290,000. NS3 helicase DNA unwinding, Cy5 molecular beacon fluorescence;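 active means inhibition above the mean of all tested compounds plus 3 SD, set per campaign, cut at about 35% in these data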;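 further: 0% = DMSO wells and 100% = thioflavine S control wells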
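Assay system: hepatitis C virus NS3 helicase domain fragment enzyme. Also added: annealed dual-labelled DNA beacon duplex, ATP-started. Timing: 1 h reaction at 25 °C, ATP-initiated. Technique: Cy5 fluorescence at 0 and 60 min, beacon hairpin quenching. Evaluation: % inhibition of unwinding. Replication: one well per compound.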
The depositor's hits bear a star; · = no result given. Rows were taken by chance; overall some 3.6% were active at least once.

SMILES	FID counter	IDE inh	VIM-2 inh	IMP-1 inhibitor	IDE act	SUMO HTRF inh	PfM18AAP inh	pCIP destab	NS3 helicase inh
NS(=O)(=O)c1ccc(NC(=O)/C=C/c2ccc(S(=O)(=O)NCc3ccco3)cc2)cc1	-1	1	-2.1	-2.9	2	4	4	-8	3
O=C(NCc1ccccc1)N1CCOc2ccccc21	-14	·	-2.2	-2.4	5	-7	0	3	0
Cc1ccc(NCc2n[nH]c(=S)n2-c2ccccc2)cc1	-5	0	2.6	-3.1	1	17	12	-4	-21
CCCCNC(=S)Nc1ccc(F)cc1	-4	0	-2.4	-1.1	6	8	-2	-7	-2
Nc1ccc2nc(-c3cccc(-c4nc5ccc(N)cc5[nH]4)n3)[nH]c2c1	31	1	10.0*	-5.1	6	-5	9	-15	-63
CCN(CC)S(=O)(=O)c1ccc(-n2cnnn2)c(C)c1	-1	-1	-3.7	-3.5	2	19	-8	0	-1
O=C1CC(Nc2ccc(N3CCOCC3)cc2)C(=O)N1c1ccccc1 (stereo unspecified)	-18	0	-4.1	-9.6	10	15	15	-9	26
O=C(Nc1ccccc1)NC1(C(=O)NCCCN2CCOCC2)CCCCC1	12	6	0.9	-0.3	1	19	-7	-6	0
COc1ccc(CNC(=S)Nc2ccccc2)cc1Cl	-4	7	-1.6	-2.1	1	-12	1	11	-4
CCc1ccc2[nH]c(C(=O)Nc3ccc(Br)c(C)n3)cc2c1	-10	·	-0.1	-2.1	-5	-11	-1	7	3
CCCC[C@@H](CN[C@H](C)CNC)NCC1CCC(C(C)(C)C)CC1 (stereo partly specified)	28	2	-2.5	3.8	·	-8	-8	-3	-69
CC1Cc2ccccc2N1C(=O)CSc1ncccc1C(=O)O (stereo unspecified)	-4	1	-0.9	-1.3	4	14	8	-11	0
CCN(CC)CCOC(=O)/C=C/c1ccccc1OC	3	3	-3.0	-3.2	3	7	-1	2	5
CCC(C)c1ccc(NC(=O)COc2c(F)c(F)c(C(F)(F)F)c(F)c2F)cc1 (stereo unspecified)	-12	6	-3.6	-2.7	4	-21	2	-3	3
COC(=O)c1cc(S(=O)(=O)N2CCN(c3ccc(C(C)=O)cc3)CC2)c[nH]1	-17	0	3.9	0.3	5	-1	0	-3	-10
NC(=S)Nc1ccc2cc[nH]c2c1	0	-5	-1.0	0.6	-2	5	2	9	-8
Cc1cc(Br)cc2c1NC(=O)C2(c1c(C)n(C)n(-c2ccccc2)c1=O)c1c(C)n(C)n(-c2ccccc2)c1=O	-39	6	-1.1	-4.0	4	20	0	-11	-3
Cc1cc(OCC(=O)Nc2ccc(CN3CCOCC3)cc2)c2c(C)cc(=O)oc2c1	14	2	3.7	1.2	3	23	-3	5	-6
O=C(c1ccsc1)N1CCCC(N2CCN(c3cccc(Cl)c3)CC2)C1 (stereo unspecified)	-29	3	-1.5	-2.5	6	2	2	-1	5
CC(C)(C)NC(=O)NC(=O)COC(=O)Cn1c(C(F)(F)F)nc2ccccc21	-17	6	-2.8	-3.0	5	5	3	-7	0
CCCc1cc(C(=O)NNC(=S)NCC)c2ccccc2n1	-3	5	-1.8	-4.2	8	10	4	-7	6
c1ccc(CSc2nnc(-c3cccs3)n2Cc2ccco2)cc1	-23	5	-4.8	-3.2	-7	12	3	-5	-8
O=C(Cc1cccc2ccccc12)N/N=C1\CCCc2ccccc21	-6	-4	-4.9	-3.0	-5	17	-3	-4	1
COc1ccc(OC)c(C2C(C(=O)c3sc(C)nc3C)=C(O)C(=O)N2CCN2CCOCC2)c1 (stereo unspecified)	-8	3	1.1	-0.2	1	27	-2	-10	-7
CCCCOc1ccc(C(=O)NCc2ccco2)cc1	-13	-3	-1.6	-2.3	4	21	-12	-13	2
CCCn1c(SCC(=O)Nc2nonc2C)nnc1-c1ccoc1C	-7	7	-2.9	-4.7	2	8	-13	2	3
CSc1nc2ccc(NC(=O)C3=NNC(=O)CC3)cc2s1	-5	6	-0.5	-2.5	6	-1	1	-7	13
c1ccc(CNc2ccc3c(c2)ncn3C2CCCCC2)nc1	0	-1	-3.3	-3.5	5	-5	3	-1	-11
COc1ccc(C2/C=C\CN(S(=O)(=O)c3ccc(C)cc3)CC(=O)N2Cc2ccc(F)cc2)cc1 (stereo unspecified)	·	0	·	·	3	-11	·	-11	·
CCC(=O)NC(=S)Nc1ccccc1F	-1	-4	-0.9	-3.1	5	6	4	-3	4
Cc1ccccc1CN1N=C(/C=C/c2ccccc2)CCC1=O	-37	8	0.2	-0.4	5	-1	0	-6	-5
COC(=O)CSc1nc2ccc(NC(=O)c3ccccc3C(=O)N3CCOCC3)cc2s1	4	2	-2.0	-1.6	-1	10	-4	-18	2
N#CC1=C(N)N=C(SCc2ccccc2)C(C(N)=O)C12CCCCC2 (stereo unspecified)	-6	3	-1.4	-1.7	2	10	-1	14	3
COc1ccc(NS(=O)(=O)c2cc(NC(=O)c3nc4nc(C)cc(C)n4n3)ccc2C)cc1	-13	0	-1.3	-2.0	1	20	0	8	3
COc1ccc(N(CC(=O)N/N=C/c2cccc(OC)c2OC)S(=O)(=O)c2ccccc2)cc1	-39	-1	0.1	-0.4	0	-6	-3	5	4
C=CCSc1nc(-c2ccc(OC)cc2)c(C#N)c(=O)n1CC=C	-17	·	2.5	-2.6	0	6	1	1	-14
Cc1ccc(C)c(N2CCN(C(=O)C3CCCN(S(=O)(=O)c4c(C)[nH]c(=O)[nH]c4=O)C3)CC2)c1 (stereo unspecified)	-29	4	-2.6	-1.9	0	1	-4	-11	7
COc1ccc(NC(=O)NCc2ccco2)cc1OC	-1	5	0.0	-1.9	4	20	-12	-3	6
CC(C)CCNC(=O)C1CCN(S(=O)(=O)c2ccc3c(c2)CC(C)N3C(=O)C2CC2)CC1 (stereo unspecified)	-61	3	-1.1	-4.5	0	3	3	-8	1
COc1ncnc2c1NC1=C(S2)C(=NCCC(=O)O)CC(C)(C)C1	2	5	-1.9	-1.8	2	32	21	-21	11
CCOC(=O)C(C)c1n[nH]c(=O)c2ccccc12 (stereo unspecified)	-3	0	-2.5	-2.1	4	22	9	3	6
COc1ccc(S(=O)(=O)NCC(=O)N(CC2CCCO2)C(C(=O)NC2CCCC2)C(C)C)cc1 (stereo unspecified)	-40	3	-1.5	-2.7	7	3	-5	21	8
O=C(Nc1ccc2c(c1)OCO2)c1cncc(Br)c1	0	-1	-0.9	-1.1	2	5	2	-13	3
Cc1ccc(/C=C2/SC(=O)N(CC(=O)N3CCOCC3)C2=O)s1	-3	8	-1.5	-4.0	0	3	1	4	-9
COc1ccc(-n2nc(C(=O)NCC(=O)NCc3ccc(F)cc3)c3ccccc3c2=O)c(OC)c1	-2	·	1.1	-2.7	3	11	2	-2	-8
COc1ccc(C(=O)NCC(=O)OCC(=O)Nc2cc(OC)ccc2OC)cc1	-13	1	-3.3	-6.2	-2	-9	6	1	-8
COc1ccc(Cc2nc3ccc(C(=O)NCCCSC)cc3o2)cc1OC	-26	0	-1.8	-2.8	1	8	-2	-3	-3
CC1CC1C(=O)OCC(=O)NCc1ccc(Cl)cc1 (stereo unspecified)	2	4	-4.6	-2.5	5	-4	-3	2	2
CC(=O)Nc1ccc(Nc2nc(C)nc3c2nnn3Cc2ccccc2Cl)cc1	-21	11	2.9	-1.4	-1	9	5	-2	-8
CCOC(=O)CC1(NC(=O)c2cc(COc3c(F)cccc3F)on2)CCCCC1	-45	-2	-1.1	-0.3	3	6	-6	-4	-5
O=C(CCC(=O)N(CC(=O)NC1CCCCC1)Cc1ccccc1)Nc1ccccn1	-2	0	2.0	0.5	5	7	-20	4	8
CC1(C)CC(NC(=O)c2cc([N+](=O)[O-])cc([N+](=O)[O-])c2)CC(C)(C)N1	22	2	1.0	1.5	6	1	-7	-2	-8
O=C(CSc1ccc(-c2cccnc2)nn1)Nc1ccccc1C(F)(F)F	-18	3	-2.6	-2.1	0	14	-3	-8	6
CCOc1ccc(NS(=O)(=O)c2ccc(NC(=S)NC(=O)C(C)C)cc2)cc1	-9	-3	-5.0	-1.2	4	7	4	-10	-3
COC(=O)c1cc(-c2ccc(Cl)cc2)n(-c2ccc(S(N)(=O)=O)cc2)n1	-24	2	0.6	-1.7	-2	1	3	-12	-10
CCOC(=O)CCCCNC(=O)Nc1ccccc1	-2	4	-1.0	-1.6	0	2	-3	1	-5

Structures listed so far containing an aryl thioether with sulfur outside any ring:
SMILES	FID counter	IDE inh	VIM-2 inh	IMP-1 inhibitor	IDE act	SUMO HTRF inh	PfM18AAP inh	pCIP destab	NS3 helicase inh
CC1Cc2ccccc2N1C(=O)CSc1ncccc1C(=O)O (stereo unspecified)	-4	1	-0.9	-1.3	4	14	8	-11	0
c1ccc(CSc2nnc(-c3cccs3)n2Cc2ccco2)cc1	-23	5	-4.8	-3.2	-7	12	3	-5	-8
CCCn1c(SCC(=O)Nc2nonc2C)nnc1-c1ccoc1C	-7	7	-2.9	-4.7	2	8	-13	2	3
CSc1nc2ccc(NC(=O)C3=NNC(=O)CC3)cc2s1	-5	6	-0.5	-2.5	6	-1	1	-7	13
COC(=O)CSc1nc2ccc(NC(=O)c3ccccc3C(=O)N3CCOCC3)cc2s1	4	2	-2.0	-1.6	-1	10	-4	-18	2
C=CCSc1nc(-c2ccc(OC)cc2)c(C#N)c(=O)n1CC=C	-17	·	2.5	-2.6	0	6	1	1	-14
O=C(CSc1ccc(-c2cccnc2)nn1)Nc1ccccc1C(F)(F)F	-18	3	-2.6	-2.1	0	14	-3	-8	6
